# Screening data deposited in PubChem BioAssay by several laboratories.
# SIAH1 antagonists = Siah-1 peptide-binding antagonists, primary screen, biochemical, fluorescence polarization, rhodamine-plectin, uHTS (AID 1817); E3 ubiquitin-protein ligase SIAH1 (Homo sapiens); Siah-1 / rhodamine-plectin peptide fluorescence polarization; higher % means a stronger effect; displacement, % at 20 µM, or IC50 in µM where a hit was titrated; 290,000 compounds, 0.02% hits;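 active = displacement of at least 50% at 20 µM, with a fluorescence ratio check between 0.3 and a set limit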;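 also: plate controls were Siah plus tracer with DMSO for no effect and tracer alone without Siah for full effect; strong numbers were not always called active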
# GPR55 LPI antagonism = GPR55 antagonists blocking LPI-driven arrestin recruitment, primary screen, imaging, U2OS, beta-arrestin-GFP, LPI agonist (AID 2013) | G-protein coupled receptor 55 (Homo sapiens) | U2OS GPR55 beta-arrestin-GFP translocation imaging, LPI antagonism; higher % means a stronger effect | one-dose inhibition, % at 10 µM; IC50 in µM for titrated hits | 290,000 compounds, 0.13% hits;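 active = spots per cell inhibited over 60%, with over 100 cells counted and total cytoplasm intensity under 500,000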;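 also: U2OS cells stably carrying GPR55 and arrestin-GFP stimulated by 5 µM LPI near EC80; imaged beta-arrestin-GFP aggregate spots per cell after agonist stimulation; plate controls were LPI-stimulated DMSO wells for no effect and DMSO wells without LPI for full effect; some results filed as inactive read as strong as hits; confirmed hits need IC50 under 10 µM and bright autofluorescent wells are also inconclusive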
# NS5 inhibitors = Dengue-2 NS5 methyltransferase inhibitors, primary screen, biochemical, confirmation dose response (AID 588689); Genome polyprotein (Dengue virus type 2 (strain 16681-PDK53)); 340,000 compounds, 0.3% hits; Dengue-2 NS5 methyltransferase capping enzyme assay, biochemical; higher % means a stronger effect; inhibition, % at 25 µM, or IC50 in µM where a hit was titrated; in the data active = a potency from the dose series
# UTI89 phage lysis = inhibition of K1F phage lysis, E. coli UTI89, bacterial capsule biogenesis inhibitors, alamar blue (AID 488966); E. coli UTI89 K1F phage lysis, alamar blue, 2 h; higher % means a stronger effect; inhibition, % at 100 µM; hits with a dose series show IC50 in µM; 340,000 compounds, 0.02% hits;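 active = phage lysis inhibition, versus mean bacterial control, above a set limit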;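 also: capsule biogenesis inhibitors block K1F phage lysis so surviving cells raise fluorescence; higher fluorescence means more inhibition of phage lysis; actives were called in the ten point dose series up to 300 µM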
# NTR1 agonist = agonists of NTR1, primary screen, imaging, U2OS cells, beta-arrestin-GFP, high content (AID 493036) | Neurotensin receptor type 1 (Homo sapiens), P30989 | NTR1-U2OS beta-arrestin-GFP spot imaging, agonist mode | activation, % at 20 µM | 330,000 compounds, 0.17% hits;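 active = activation at or above 40% of the spot to cytoplasm intensity ratio, with at least 20 cells analyzed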;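 also: 0% = DMSO without peptide and 100% = 100 nM NTR1 peptide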
# Target sequence (P30989 whole entry, looked up): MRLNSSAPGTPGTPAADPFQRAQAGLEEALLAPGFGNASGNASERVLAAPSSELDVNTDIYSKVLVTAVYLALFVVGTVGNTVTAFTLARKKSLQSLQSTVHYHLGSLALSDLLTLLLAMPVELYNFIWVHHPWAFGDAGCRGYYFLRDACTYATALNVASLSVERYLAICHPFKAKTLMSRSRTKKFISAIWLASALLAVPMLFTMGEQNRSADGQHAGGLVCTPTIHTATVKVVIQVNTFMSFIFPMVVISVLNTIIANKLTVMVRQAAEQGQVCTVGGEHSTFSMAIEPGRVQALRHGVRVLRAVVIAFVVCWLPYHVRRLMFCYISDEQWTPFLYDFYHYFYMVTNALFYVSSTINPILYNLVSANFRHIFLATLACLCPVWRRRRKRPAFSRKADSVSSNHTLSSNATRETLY
# AID2073 = inhibitors of Mint1-CaV2.2 protein interaction, biochemical, HTRF (AID 2073). Voltage-dependent N-type calcium channel subunit alpha-1B (Homo sapiens). inhibition, % at 20 µM; hits with a dose series show IC50 in µM. 290,000 compounds, 0.19% hits. HTRF protein-protein interaction, Mint1-CaV2.2; higher % means a stronger effect; in the data active = inhibition mostly above about 51%, no sharp cut-off; also: some results filed as inactive read as strong as hits
# GPR55 activation = GPR55 agonists via beta-arrestin recruitment, primary screen, imaging, U2OS cells, beta-arrestin-GFP redistribution (AID 1961). G-protein coupled receptor 55 (Homo sapiens). U2OS GPR55 beta-arrestin-GFP redistribution imaging; higher % means a stronger effect. activation, % at 10 µM; hits with a dose series show EC50 in µM. 290,000 compounds, 0.048% hits;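 active = activation above 40% with more than 50 cells counted in the well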;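 also: U2OS osteosarcoma cells stably expressing GPR55 and beta-arrestin-GFP; plate controls were DMSO negative control for no effect and LPI positive control for full effect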
# HIV fusion peptide = inhibitors of HIV fusion peptide binding, primary screen, biochemical, uHTS, fluorescence dequenching (AID 1986). cell-free peptide binding, fluorescence dequenching, 30 min; higher % means a stronger effect. one-dose inhibition, % at 20 µM; IC50 in µM for titrated hits. 290,000 compounds, 0.3% hits; in the data active = inhibition mostly above about 52%, no sharp cut-off; inactive = mostly below about 76%; also: some results filed as inactive read as strong as hits
# GPR35 antagonists = GPR35 antagonists blocking zaprinast-driven arrestin recruitment, primary screen, imaging, U2OS, beta-arrestin-GFP, zaprinast agonist (AID 2058); 290,000 compounds, 0.052% hits; G-protein coupled receptor 35 (Homo sapiens); U2OS GPR35 beta-arrestin-GFP translocation imaging, zaprinast antagonism; higher % means a stronger effect; one-dose inhibition, % at 10 µM; IC50 in µM for titrated hits;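 active = inhibition of at least 50% with at least 30 cells and total cytoplasm GFP at most 10,000,000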
# NTR1 agonist cell count 20 µM = also measured in NTR1 agonist; calls as there; cell count; measured here: cell count, cytotoxicity flag
# NS5 inhibitors pilot replicate = also measured in NS5 inhibitors; calls as there; inhibition, %; measured here: pilot screen replicate inhibition
# * hit, by the source's call; nt = not tested or not shown; [ ] = dose if it differs, or a comment.
SMILES,SIAH1 antagonists,GPR55 LPI antagonism,NS5 inhibitors,UTI89 phage lysis,NTR1 agonist,NTR1 agonist cell count 20 µM,AID2073,GPR55 activation,HIV fusion peptide,GPR35 antagonists,others
Cc1ccc(SCC(=O)Nc2ccc(S(=O)(=O)Nc3nccs3)cc2)cc1,-3.2%,3.2%,-6.4%,0.9%[50 µM],-2.5,64,-13.8%,-0.1%,23.9%,3.9%,
Cc1cc(C)cc(NC(=S)N(CCCN2CCN(C)CC2)Cc2cccs2)c1,-5.8%,15.5%,-3.8%,0.3%,0.4,56,-19.2%,0.8%,-1.4%,-3.1%,
Fc1ccc(N2CCN(C3=Nc4cccc5cccc3c45)CC2)cc1,7.7%,19.3%,-2.1%,-1.7%,7.0,44,-0.3%,-0.1%,0.7%,6.8%,
NCCNc1ccc(C(=O)N2c3ccccc3Sc3ccccc32)cc1[N+](=O)[O-],2.5%,20.2%,0.0%,-2.3%,3.8,55,24.6%,-0.2%,-1.8%,-19.7%,
COCCn1c(=NC(=O)CSC(C)=O)sc2cc(F)ccc21,1.2%,3.3%,4.0%,0.5%,1.3,47,-5.7%,-0.2%,0.6%,-2.0%,
CCOC(=O)c1oc2ccccc2c1NC(=O)CCl,8.7%,6.0%,-15.3%,3.7%,7.1,46,9.1%,0.3%,0.2%,5.4%,
Cc1nc2ncnn2c(C)c1CCC(=O)NCc1ccccc1,0.6%,15.7%,4.1%,0.3%,1.3,71,0.4%,0.1%,-0.2%,5.7%,NS5 inhibitors pilot replicate=4.2
COc1ccc(-c2nc(CS(=O)(=O)CC(=O)NC3CCCCCC3)c(C)o2)cc1,-1.9%,3.9%,-7.8%,-0.2%,1.7,49,-1.4%,0.1%,1.6%,16.2%,
COc1cc(NC(=O)Cn2nc(-c3ccc(F)cc3)ccc2=O)ccc1-n1cnnn1,-2.6%,10.2%,-2.4%,0.1%,-0.3,20,21.9%,0.8%,-0.6%,-0.7%,
COc1ccc(-n2nc(C(=O)NCC(=O)Nc3cc(C)ccc3OC)c3ccccc3c2=O)c(OC)c1,-3.3%,-3.1%,-4.9%,0.5%,1.0,47,17.4%,0.2%,1.2%,7.3%,
COc1ccc2c(CSc3nnc(-c4cccnc4)n3-c3ccccc3F)cc(=O)oc2c1,-0.9%,4.2%,-5.1%,3.0%,4.4,47,13.0%,0.3%,2.4%,-8.7%,
COc1ccc(C(C)(C)C)cc1NC(=O)CCNC(=O)c1ccco1,1.4%,-7.9%,0.0%,0.1%,-1.0,51,-0.7%,0.2%,-0.9%,10.4%,
COc1ccccc1NCCC(=O)OCC(=O)NC1CCCCC1,-5.5%,-8.6%,-5.9%,2.2%,1.4,62,-5.6%,-0.1%,1.8%,10.3%,
CCOc1cc(NC(=O)c2ccccn2)c(OCC)cc1NC(=O)CC(C)C,1.2%,9.2%,nt,0.4%,nt,nt,-0.2%,0.3%,-3.4%,-8.0%,
COc1cc(CNn2nnnc2N)cc(Br)c1OCC(=O)NC(C)(C)C,2.3%,20.2%,3.9%,-0.1%,-0.1,78,-3.0%,-0.2%,-3.3%,-1.9%,
CCOC(=O)C1CCCN(C(=O)C2CCCN(S(C)(=O)=O)C2)C1 (stereo unspecified),0.4%,2.0%,-5.5%,-0.3%,-0.2,54,-2.1%,-0.1%,-1.1%,2.1%,
COc1cccc(C2=NOC(C(=O)N3CCc4ccccc4C3)C2)c1 (stereo unspecified),2.5%,-18.0%,1.4%,6.2%,-2.2,61,4.5%,-0.4%,3.4%,-19.7%,
NNC(=O)CSc1c(-c2cccs2)[nH]c2ccccc12,1.4%,11.2%,2.6%,0.1%[50 µM],-0.6,48,-10.4%,-0.2%,-0.6%,-4.4%,
Cc1cc(NS(=O)(=O)c2ccc(NC(=O)CCN3C(=O)c4ccccc4C3=O)cc2)no1,-3.9%,23.2%,6.4%,0.0%,2.0,58,-1.3%,-0.2%,3.5%,-9.0%,
COc1ccc2nc(N3CCCC(O)C3)c(C#N)cc2c1 (stereo unspecified),-1.1%,0.8%,18.4%,0.6%,-0.8,82,27.9%,-0.2%,0.1%,10.6%,
C=C(C)C1CC=C(C)/C(=N/NC(=O)c2ccoc2C)C1 (stereo unspecified),4.5%,4.8%,-0.4%,5.9%,2.2,59,0.3%,0.0%,1.6%,4.9%,
Cc1ccc(C2=[N+]([O-])C(C)(C)N(O)C2(C)C)cc1,1.5%,1.0%,-1.5%,0.7%,1.0,42,-2.3%,-0.1%,-3.7%,15.0%,
O=C(O)c1ccc2c(=O)n3c(nc2c1)/C(=C/c1ccccc1OC(F)F)CC3,4.3%,-0.5%,-1.9%,-0.1%,-0.5,88,19.4%,-0.2%,-2.2%,-3.8%,
CCc1nnc(NC(=O)c2ccc(S(=O)(=O)N3CCCCC3C)cc2)s1 (stereo unspecified),0.4%,18.1%,0.7%,0.4%,0.2,51,-6.0%,-0.2%,4.8%,1.6%,
Cc1ccc(C2/C(=C(/O)c3ccc(OC(C)C)cc3)C(=O)C(=O)N2CCN2CCOCC2)cc1 (stereo unspecified),1.6%,-3.8%,0.0%,0.6%,0.4,47,0.6%,0.4%,0.6%,0.5%,
OC1(c2cccs2)CN(c2ccc(Cl)cc2)C2=[N+]1CCCS2 (stereo unspecified),1.6%,9.0%,-0.8%,0.3%,2.0,52,1.6%,-0.6%,1.0%,14.6%,
COc1ccc2c(c1)c1nnc(SCC(=O)NC3CC3)nc1n2C,1.2%,-3.9%,0.0%,-0.5%,-0.9,48,3.1%,0.0%,0.5%,-1.7%,
CCCCNC(=O)Nc1nnc(C(C)(C)C)s1,-4.2%,-5.7%,-5.4%,0.4%,0.0,59,7.3%,-0.1%,-0.9%,22.9%,
CS(=O)(=O)N1CCN(C(=O)c2ccc(Br)s2)CC1,1.1%,12.4%,-6.4%,6.8%,1.5,78,11.6%,-0.2%,3.9%,5.9%,
Cc1cccc(NC(=O)c2nc(-c3ccccc3)n(-c3ccccc3)n2)c1C,0.8%,11.4%,3.2%,0.9%,-0.5,42,-7.8%,-0.1%,-2.7%,15.2%,
Clc1cccc(-c2csc(Nc3cccnc3)n2)c1,0.5%,16.2%,-3.8%,1.3%,5.7,44,2.1%,0.0%,-0.7%,-15.2%,
CCC(C)(C)NC(=O)C(c1ccc(F)cc1)N(Cc1ccco1)C(=O)c1snc(C(N)=O)c1N (stereo unspecified),-1.4%,-9.0%,-3.5%,-0.9%,-0.1,50,10.2%,-0.4%,-0.8%,-1.5%,
CCC(C(=O)OCCOCCN(CC)CC)c1ccccc1 (stereo unspecified),-3.6%,-0.9%,nt,nt,-0.5,52,-11.9%,-0.1%,-1.7%,-1.5%,
CC(/C=N/N1CCN(c2ccccc2)CC1)=C\c1ccco1,4.6%,21.9%,-3.5%,0.2%,-0.5,46,-15.3%,-0.1%,-2.9%,27.7%,
Cc1c(Cl)cccc1NC(=O)CSc1nncn1-c1ccccn1,3.3%,-3.6%,-6.2%,0.3%,-1.0,46,35.8%,0.7%,0.2%,-14.8%,
Cc1noc(NS(=O)(=O)c2ccc(N3CC(O)=C(c4ccccc4)C3=N)cc2)c1C,0.0%,-6.1%,5.9%,2.4%,-1.4,36,10.5%,0.8%,1.1%,4.7%,
CCOc1cc(/C=C(/C#N)C(=O)Nc2ccc(OC)cc2)ccc1OCc1ccc(C(=O)O)cc1,-4.8%,-25.5%,nt,1.6%,nt,nt,13.1µM*,0.7%,10.2%,-1.2%,
COc1ccc(S(=O)(=O)n2nc(OC(=O)c3cccs3)cc2NC(=O)c2cccs2)cc1,5.6%,9.7%,-4.1%,1.5%,-2.9,86,-8.7%,-0.2%,1.8%,2.3%,
Cc1nc([N+](=O)[O-])cn1CCCCN1C(=O)c2ccccc2C1=O,2.5%,-12.8%,8.1%,-1.0%,1.0,45,0.6%,0.1%,0.5%,2.4%,
CC1(C)CC(CCNC(=O)c2ccco2)CC(C)(C)N1,-6.1%,6.8%,-1.0%,0.6%,-2.1,94,16.9%,-0.1%,-2.7%,22.7%,
CS(=O)(=O)N(CC(=O)NCCC1=CCCCC1)c1ccc2c(c1)OCO2,-5.7%,-17.4%,-3.5%,-1.2%,-0.1,41,6.6%,0.0%,-0.9%,-10.1%,
Cc1ccc(NC(=O)CCNS(=O)(=O)c2cccc3nonc23)cc1,0.6%,6.2%,3.2%,0.1%,-1.2,72,-8.6%,0.0%,-1.5%,3.7%,
O=C(Nc1ccc2nc(-c3cccs3)c(-c3cccs3)nc2c1)NC1CC1,-1.7%,0.3%,3.2%,2.9%,15.3,58,8.5%,-0.1%,2.2%,-11.1%,
COc1cc2c(cc1OC)C(C(=O)Nc1cccc(C)n1)C(c1cccnc1)N(C)C2=O (stereo unspecified),4.0%,5.8%,0.8%,0.9%,-1.0,86,-3.9%,0.0%,1.2%,-2.9%,
CCOc1ccc(/C(O)=C2/C(=O)C(=O)N(c3cc(C)on3)C2c2ccc(C(=O)OC)cc2)cc1 (stereo unspecified),1.1%,0.0%,3.3%,2.0%,-0.8,61,14.3%,-0.1%,-1.3%,5.4%,
Cc1ccccc1Nc1c(-c2ccccn2)nc2c(C)cccn12,4.7%,24.3%,2.1%,0.7%,2.7,49,0.8%,-0.3%,-2.0%,3.1%,
O=C(COc1ccccc1Br)N1CCN(C(=O)c2ccco2)CC1,-2.5%,-3.2%,-7.8%,-0.1%,-0.1,66,1.4%,-0.1%,0.1%,0.8%,
COc1cc(/C=N/NC(=O)c2cc(C)oc2C)cc(OC)c1OC,-4.1%,3.2%,-0.8%,0.3%,-0.3,48,1.2%,-0.3%,1.1%,5.0%,
CCOc1ccc(S(=O)(=O)N(CC)CC(=O)NCc2ccco2)cc1C,-6.8%,2.0%,6.6%,0.0%,1.7,30,-0.8%,-0.1%,-0.3%,4.1%,

# Not a hit list; about 1.2% have a hit in one of these screens.
